SW480 rerep = induces DNA re-replication in SW480 colon adenocarcinoma cells; AID 624297; 340,000 compounds, 1.8% hits; SW480 DNA re-replication, Hoechst DNA content imaging, 48 h; Potency, µM (titrated, usually from 46.1 µM), for inactives: top-dose re-replication activation, actives largely listed as activators; further: potency means the concentration at half of the fitted maximal effect; % of control where 0% means no effect; nearly all actives have a fitted effect of over 55% in size
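DNA re-replication was detected as more nuclei of elevated Hoechst intensity after 48 hr exposure to compound (23 nL pinned per well of 250 cells).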
WRN inhibitor = inhibitors of human WRN helicase | Q14191 | WRN helicase unwinding, fluorescent forked duplex, kinetic | Potency, µM (titrated, usually from 114 µM), for the others: top-dose activity change, negative = inhibition, hits mostly inhibitors | 360,000 compounds, 0.46% hits; further: potency means the concentration at half of the fitted maximal effect; on the % scale 0 is the no-effect control and ±100 the full control effect; nearly all actives have a fitted effect of over 55% in size
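Primary qHTS, 1536-well format. 20 nM WRN + compound, 15 min RT; start with 100 nM forked fluorophore/quencher duplex, 2 mM ATP (final); kinetic read ex 525/em 598 nm.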
IL1B secr inh = blocks inflammasome-driven IL-1 beta release; THP-1 LPS/ATP IL-1B secretion, AlphaLISA, 16 h; stronger effect = lower value; AID 743279; 360,000 compounds, 4.7% hits; activity change, % at 57.5 µM; in the data active means activity change below about -50%; inconclusive means mostly about -30% to -49%; further: on the % scale 0 is the no-effect control and ±100 the full control effect
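THP-1 cells pretreated 1 hr with compounds (up to 57.5 uM final), then stimulated with LPS (250 ng/mL final) plus ATP (1.25 mM final); secreted IL-1B measured by AlphaLISA after 16 hr, decreased signal indicating inhibition.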
HT1080 IDH1KD tx = HT-1080 IDH1 knockdown cell toxicity (counter line); 360,000 compounds, 2% hits; Potency, µM (highest dose often 46.1 µM), for the others: at the highest dose activity, negative = toxicity, most hits filed as cytotoxic; HT-1080 IDH1 knockdown viability, ATP luminescence, 48 h; AID 686971;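 further: potency means the concentration at half of the fitted maximal effect; 0% = DMSO wells and -100% = cell-free medium wells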
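Assay cells: HT-1080 with IDH1 knockdown, 750 per well, RPMI/5% FBS. Exposure: 48 h at 37 °C following 2 h pre-incubation. Read: CellTiter-Glo luminescence; fitted concentration-response, curve class assigned.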
KB-3-1 tox = kills parental KB-3-1 adenocarcinoma cells; KB-3-1 viability, CellTiter-Glo ATP luminescence, 72 h; Potency, µM (titrated, usually from 46.1 µM), without a hit: at the top dose activity change, negative = cytotoxic, actives largely listed as cytotoxic; 400,000 compounds, 1.4% hits; AID 1347075; further: potency means the concentration at half of the fitted maximal effect; on the % scale 0 is the no-effect control and ±100 the full control effect; nearly all actives have a fitted effect of over 60% in size
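KB-3-1 parental drug-naive adenocarcinoma cells in DMEM/10% FBS, incubated 72 h at 37 C with pin-transferred compounds across a concentration series. Viability by CellTiter-Glo luminescence; concentration-response curves fitted after normalization.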
HT1080-NT tox = kills 2HG-producing HT-1080-NT fibrosarcoma cells; HT-1080-NT fibrosarcoma viability, CellTiter-Glo ATP luminescence, 48 h; 360,000 compounds, 1.6% hits; Potency, µM (doses to about 46.1 µM), for inactives: at the top dose activity, negative = less viability, usual class: cytotoxic;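 further: NT is the 2HG producing partner of a matched IDH1 knockdown line; potency means the concentration at half of the fitted maximal effect; 0% = DMSO-treated cells and -100% = media-only wells without cells; nearly all actives have a fitted effect of over 55% in size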
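Compounds were tested in concentration-response format on HT-1080-NT cells for 48 hours at 37 degrees C. Cell viability came from CellTiter-Glo luminescence; curves were classified by r2, response magnitude and activity.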
MCF10A rereplic = inducers of DNA re-replication in MCF 10A breast cells. MCF 10A DNA re-replication, Hoechst nuclear intensity, 48 h. Potency, µM (titrated, usually from 46.1 µM), inactives show at the top dose activity, positive = re-replication, usual class: activators. 350,000 compounds, 2.9% hits; further: potency means the concentration at half of the fitted maximal effect; % of control where 0% means no effect; nearly all actives have a fitted effect of over 50% in size
ATXN2 expr inh = inhibitors of ATXN2 expression; HEK-293 ATXN2-luciferase reporter, luminescence, 24 h; Potency, µM (highest dose often 57 µM), without a hit: at the highest dose activity change, negative = inhibition, usual class: inhibitors; 360,000 compounds, 0.72% hits; AID 1745845; further: potency means the concentration at half of the fitted maximal effect; on the % scale 0 is the no-effect control and ±100 the full control effect; nearly all actives have a fitted effect of over 55% in size
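ATXN2-luciferase reporter cells (luciferase flanked by upstream and downstream ATXN2 gene portions) were treated 24 h at 37 °C with compounds at up to 57 uM. SteadyGlo luminescence gave expression; GF-AFC fluorescence gave viability.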
KB-V1 cytotox = kills drug-selected multidrug resistant KB-V1 cells | KB-V1 MDR cells viability, CellTiter-Glo, 72 h | Potency, µM (top dose mostly 46.1 µM), for inactives: at the highest dose activity change, negative = cytotoxicity, most hits filed as cytotoxic | 400,000 compounds, 3.4% hits; further: potency means the concentration at half of the fitted maximal effect; on the % scale 0 is the no-effect control and ±100 the full control effect; nearly all actives have a fitted effect of over 60% in size
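qHTS viability screen in drug-selected KB-V1 MDR cells: 72 h compound treatment at 37 degrees C, ATP luminescence end point.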
* marks the source's active call; other numbers are inactive results; i = inactive; ? = inconclusive; / = no result given; [ ] = another dose, or the depositor's remark. Unless noted, the call rests on the fitted dose curve; in most records, active means well fitted curve in the direction sought with a large enough effect; inconclusive means small, poorly fitted or top-dose-only effect, or another doubt; inactive means no such curve, though single readings can be large; an effect the other way counts as inactive or inconclusive.

1. CCSc1nnc(SCC(=O)NNC(=O)c2ccccc2F)s1
2. O=C1COc2ccc(S(=O)(=O)Nc3ccc(F)cc3)cc2N1
3. COc1ccc(CCN(C)C(=O)c2ccc(C)c(S(=O)(=O)N3CCCCC3)c2)cc1OC
4. CC(=O)Oc1cccc(C(=O)Nc2ccccc2NC(=O)c2cccc(OC(C)=O)c2)c1
5. OCCN1CCN(CC(O)COc2ccc3c(c2)OCO3)CC1 (stereo not given)
6. CCOC(=O)C1CCC(=O)N1Cc1c[nH]c2ccccc12 (stereo not given)

assay / entry	1	2	3	4	5	6
SW480 rerep	-5%	4%	-6%	-3%	-7%	/
WRN inhibitor	-11%	-12%	3%	-3%	-4%	11%[57.1 µM]
IL1B secr inh	6	31	?	28	0	7
HT1080 IDH1KD tx	-7%	-1%	6%	-3%	7%[9.24 µM]	17%
KB-3-1 tox	-11%	-6%	-2%	17%	12%	5%
HT1080-NT tox	-5%	-18%	0%	2%	9%	22%
MCF10A rereplic	4%	2%	16%	1%	1%	/
ATXN2 expr inh	6%	-21%	-17%	3%	-5%	1%
KB-V1 cytotox	-9%	15%	?	-3%	7%	-17%

7. CN1CCNC(=O)C1CC(=O)N1CC=C(c2ccc(F)cc2)CC1 (stereo not given)
8. CCCCn1c(SCC(=O)c2ccc3c(c2)NC(=O)CO3)nc2cc(S(N)(=O)=O)ccc21
9. Nn1c(Cc2ccccc2F)nnc1SCCOc1ccc(Cl)cc1
10. COc1ccc(Br)cc1CN1CCN(c2ncccn2)CC1
11. O=C(Oc1ccc(Cl)c(Cl)c1)C1=CC=CN2CCS(=O)(=O)N=C12
12. O=C(Nc1cccc(F)c1)c1ccc(-c2cccnc2)c2ccoc12

assay / entry	7	8	9	10	11	12
SW480 rerep	-10%	-9%	-6%	-1%	-4%	/
WRN inhibitor	-27%	-5%	0%	?	0%	-24%
IL1B secr inh	13	-30	-16	9	-2	?
HT1080 IDH1KD tx	12%	2%	-8%	-5%	-1%	-6%
KB-3-1 tox	1%	13%	-2%	-6%	-12%	-5%
HT1080-NT tox	0%	19%	-7%	-8%	-5%	?
MCF10A rereplic	?	-1%	17%	0%	6%	/
ATXN2 expr inh	-9%	/	-18%	-22%	-16%	-28%
KB-V1 cytotox	0%	14%	-11%	?	12%	-12%

13. COc1c(S(=O)(=O)n2nc(C)cc2C)ccc(Cl)c1Cl
14. COc1ccccc1NC(=O)CSc1nc2ccccc2n1C(C)=O
15. Cc1ccc2nc(-c3ccccc3)c(Cc3ccccc3C(F)(F)F)n2c1
16. CC1(C)Cc2c(C#N)c(NCCO)nc(-c3ccco3)c2CO1
17. CC(C)(C)C(=O)CN1C2=NCCN2c2ccccc21
18. Cc1nnc(N/N=C/c2cccs2)[nH]c1=O

assay / entry	13	14	15	16	17	18
SW480 rerep	-4%	0%	/	18µM*	-13%	-14%
WRN inhibitor	-1%	-18%	-15%	-2%	-6%	-1%
IL1B secr inh	-11	-6	-13	/	0	49
HT1080 IDH1KD tx	-16%	1%	?	1%	3%	3%
KB-3-1 tox	10%	10%	-11%	5%	13%	27%
HT1080-NT tox	-1%	19%	?	8%	11%	?
MCF10A rereplic	-185%[0.0737 µM]	17%	/	23µM*	0%	-3%
ATXN2 expr inh	-6%	-9%	?	-20%	4%	/
KB-V1 cytotox	-6%	16µM*	-11%	?	7%	2%

19. COc1cc(/C=N/NC(=O)c2cc(O)cc(O)c2)ccc1OC(=O)c1ccccc1
20. CCn1c(O)c(N=Nc2ccc(Cl)c(C(=O)O)c2)c2ccccc21
21. Brc1cccc(OCCCNC2CCCC2)c1
22. Cc1nnc(-c2ccccc2)c[n+]1[O-]
23. CCOC(=O)C1=C(C)N(CCCC(=O)O)C(=O)NC1c1cccs1 (stereo not given)
24. COc1cccc(-c2cccc(NC(=O)C3CCN(Cc4ccc(C)o4)CC3)c2)c1

assay / entry	19	20	21	22	23	24
SW480 rerep	-39%[inhibitor]	4%	-1%	-6%	0%	-9%
WRN inhibitor	28µM*	?	-4%	2%	1%	-2%
IL1B secr inh	i	-5	?	-15	16	-1
HT1080 IDH1KD tx	-16%	1%	-10%	12%	11%	-4%
KB-3-1 tox	14%	0%	-4%	3%	15%	4%
HT1080-NT tox	-9%	7%	-27%	-1%	21%	-4%
MCF10A rereplic	2%	2%	1%	-2%	-14%	-2%
ATXN2 expr inh	-8%	0%	-23%	-9%	3%	-2%
KB-V1 cytotox	4%	18%	-13%	10%	-8%	-22%

25. CC1CC/C(=N/Nc2ccccc2)C(=O)N1 (stereo not given)
26. NC(=O)[C@H]1CC2(CC(c3cccc(NC(=O)CC(c4ccccc4)c4ccccc4)c3)=NO2)CN1C(=O)C(c1ccccc1)c1ccccc1 (stereo not given in full)
27. COc1ccc(CN(C)C(=O)CNC(=O)c2ccc(C)cc2)cc1
28. COCCN(C(=O)CCC(=O)Nc1ccccn1)C(C(=O)NCCC(C)C)c1ccc(F)cc1 (stereo not given)
29. CC(OC(=O)CN1C(=O)NC2(CCCCC2C)C1=O)c1ccccc1 (stereo not given)
30. Cc1ccc(/C=N/n2cnc3sc4c(c3c2=O)CCCC4)o1

assay / entry	25	26	27	28	29	30
SW480 rerep	-1%	-9%	-6%	-16%	-31%[inhibitor]	?
WRN inhibitor	1%	-4%	-8%	10%	-4%	-13%
IL1B secr inh	0	-15	-7	5	1	-58*
HT1080 IDH1KD tx	9%	3%	0%	-3%	12%	-14%
KB-3-1 tox	1%	?	0%	-1%	-18%	9%
HT1080-NT tox	1%	6%	0%	2%	6%	?
MCF10A rereplic	2%	?	2%	6%	?	?
ATXN2 expr inh	25%	-12%	-15%	1%	4%	14%
KB-V1 cytotox	-10%	?	?	-20%	10%	?

31. CCOc1ccc(C(=O)NCC(=O)NCC(c2cccs2)N2CCOCC2)cc1 (stereo not given)
32. O=C(NC(=S)NNS(=O)(=O)c1ccc(Cl)cc1)c1cccnc1
33. COc1ccc(NC(=O)c2cc(-c3cccs3)on2)cc1OC
34. CCCCCCCCCCCCCCC(O)C[N+](C)(CCO)CCO (stereo not given)
35. COc1cc(CC(NC(C)=O)C(=O)NC2CCN(C(=O)c3ccc(C)cc3)CC2)cc(OC)c1 (stereo not given)
36. CCOC(=O)c1cc2c(c(CCO)n1)[C@H](CCO)N(S(=O)(=O)C(C)(C)C)C2

assay / entry	31	32	33	34	35	36
SW480 rerep	?	-3%	-16%	?	?	-25%
WRN inhibitor	-3%	-2%	0%	?	2%	-7%
IL1B secr inh	6	33	0	-100*	22	16
HT1080 IDH1KD tx	2%	11%	8%	18µM*	16%	-2%
KB-3-1 tox	0%	14%	1%	?	11%	0%
HT1080-NT tox	4%	7%	13%	?	?	-4%
MCF10A rereplic	0%	2%	-1%	?	7%	-27%
ATXN2 expr inh	13%	-23%	9%	-38%	1%	-9%
KB-V1 cytotox	-2%	13%	-3%	-18%	23%	0%

37. Cn1ncc(Cl)c1C(=O)NNC(=O)Nc1cccc2ccccc12
38. COC(=O)c1ccc2nc(-c3ccc(F)cc3)c(Cc3ccccc3)n2c1
39. O=C(O)c1cc(N/N=C/c2ccc(OCc3ccccc3)cc2)ccc1Cl
40. COc1ccc(C(N)CCc2ccco2)cc1 (stereo not given)
41. O=C(NCCc1nnc2ccc(SCC(=O)N3CCCC3)nn12)c1ccc(F)cc1
42. C=C(C)Cn1c(C(C)NC(=O)CCC)nc2ccccc21 (stereo not given)
43. CC(C)(C)C(=O)NCc1ccc(C(=O)CN2C(=O)NC3(CCCC3)C2=O)s1
44. NC(=O)c1ccccc1OCC(=O)NS(=O)(=O)c1ccccc1

assay / entry	37	38	39	40	41	42	43	44
SW480 rerep	8%	/	-1%	-2%	-5%	3%	0%	22%
WRN inhibitor	-1%	-10%	-14%	-24%	5%	-10%	-10%	-4%
IL1B secr inh	17	1	-2	-15	0	25	15	-18
HT1080 IDH1KD tx	-1%	-1%	13%	-3%	1%	8%	-13%	9%
KB-3-1 tox	6%	-1%	10%	8%	20%	-4%	-6%	4%
HT1080-NT tox	9%	8%	7%	-2%	12%	10%	-8%	3%
MCF10A rereplic	3%	/	?	9%	1%	24%	1%	-2%
ATXN2 expr inh	-2%	-15%	48%[activator]	3%	7%	2%	-8%	-12%
KB-V1 cytotox	4%	4%	0%	-16%	11%	-9%	9%	-3%

Gathered by group, the entries above containing an aryl thioether with sulfur outside any ring
1. CCSc1nnc(SCC(=O)NNC(=O)c2ccccc2F)s1
8. CCCCn1c(SCC(=O)c2ccc3c(c2)NC(=O)CO3)nc2cc(S(N)(=O)=O)ccc21
9. Nn1c(Cc2ccccc2F)nnc1SCCOc1ccc(Cl)cc1
14. COc1ccccc1NC(=O)CSc1nc2ccccc2n1C(C)=O
41. O=C(NCCc1nnc2ccc(SCC(=O)N3CCCC3)nn12)c1ccc(F)cc1

assay / entry	1	8	9	14	41
SW480 rerep	-5%	-9%	-6%	0%	-5%
WRN inhibitor	-11%	-5%	0%	-18%	5%
IL1B secr inh	6	-30	-16	-6	0
HT1080 IDH1KD tx	-7%	2%	-8%	1%	1%
KB-3-1 tox	-11%	13%	-2%	10%	20%
HT1080-NT tox	-5%	19%	-7%	19%	12%
MCF10A rereplic	4%	-1%	17%	17%	1%
ATXN2 expr inh	6%	/	-18%	-9%	7%
KB-V1 cytotox	-9%	14%	-11%	16µM*	11%
